Compound activity from PubChem.
GLP1R ag – activates the human GLP-1 receptor | 380,000 tested, 0.007% active | HEK293 GLP-1R CRE-luciferase, luminescence, 4-6 h; cells express a hypersensitive GLP-1R form | P43220 | Potency, µM (titrated, usually from 45.6 µM), for the others: top-dose activation, actives largely listed as activators; note: potency is the fitted concentration of half-maximal effect; % of control where 0% means no effect
Target sequence (P43220 whole entry, looked up): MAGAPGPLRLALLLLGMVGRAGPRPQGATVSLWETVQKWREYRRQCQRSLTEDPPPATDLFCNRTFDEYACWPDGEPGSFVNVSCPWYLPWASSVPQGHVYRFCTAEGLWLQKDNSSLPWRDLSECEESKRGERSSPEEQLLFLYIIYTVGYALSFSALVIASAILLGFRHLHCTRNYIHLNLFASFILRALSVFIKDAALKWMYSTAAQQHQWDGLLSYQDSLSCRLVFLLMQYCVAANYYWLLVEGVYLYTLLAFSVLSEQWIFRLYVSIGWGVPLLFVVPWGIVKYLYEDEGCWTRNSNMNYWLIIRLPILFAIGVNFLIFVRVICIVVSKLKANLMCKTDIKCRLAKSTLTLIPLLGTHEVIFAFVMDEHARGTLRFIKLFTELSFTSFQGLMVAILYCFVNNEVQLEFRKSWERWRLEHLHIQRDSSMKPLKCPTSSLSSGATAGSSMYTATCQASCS
GLP1R cytotox – cytotoxicity in counter-screen for GLP-1R inverse agonists | HEK293 cAMP-luciferase reporter cells, luminescence, 24 h | 410,000 tested, 0.13% active | Potency, µM (highest dose often 38.3 µM), for inactives: at the top dose activity change, negative = inhibition, most hits filed as inhibitors;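 note: loss of luciferase light is scored as toxicity; potency is the fitted concentration of half-maximal effect; % is set by controls: 0 for no effect and ±100 for the full control effect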
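A 23 nL compound transfer followed 12 hours of cell culture at 37 deg C; exposure then lasted 24 hr. Luciferase assay detection reagent was dispensed and plates read for luminescence after a 12 min room-temperature wait.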
GLP1R inv ag – acts as inverse agonist at human GLP-1 receptor | P43220 | HEK293 GLP-1R CRE-luciferase, luminescence, 24 h; GLP-1R form is constitutively active | Potency, µM (series often up to 38.3 µM), for the others: at the highest dose activity change, negative = inhibition, usual class: inhibitors | 410,000 tested, 1.6% active; note: potency is the fitted concentration of half-maximal effect; % is set by controls: 0 for no effect and ±100 for the full control effect; nearly all actives have a fitted effect of over 55% in size
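Assay principle: reduced luminescence from a cAMP-responsive reporter in HEK293 cells co-expressing a constitutively active GLP-1R. Conditions: 24 hr compound incubation, 37 deg C, 5% CO2.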
aSyn yeast inh – inhibitors of alpha-synuclein toxicity in yeast; 370,000 tested, 0.14% active; Potency, µM (series often up to 46.1 µM), without a hit: top-dose growth rescue (activation), actives largely listed as activators; AID 652106; Yeast expressing alpha-synuclein, growth rescue, BacTiter-Glo, 24 h; note: potency is the fitted concentration of half-maximal effect; % of control where 0% means no effect; nearly all actives have a fitted effect of over 65% in size
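Screening used galactose-induced yeast with toxic alpha-synuclein levels, exposed to compound for 24 hr at 30 deg C. Cell growth, read with BacTiter-Glo luminescence, gave the measured signal.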
KB-V1 MDR tox – kills drug-selected multidrug resistant KB-V1 cells; KB-V1 MDR cells viability, CellTiter-Glo, 72 h; Potency, µM (series often up to 46.1 µM), inactives show at the highest dose activity change, negative = cytotoxicity, hits mostly cytotoxic; 400,000 tested, 3.4% active; AID 1347076; note: potency is the fitted concentration of half-maximal effect; % is set by controls: 0 for no effect and ±100 for the full control effect; nearly all actives have a fitted effect of over 60% in size
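Luminescent ATP read-out (CellTiter-Glo, 10 min) measures survival of drug-selected KB-V1 MDR cells after 72 h, 37 degrees C compound exposure. Medium: phenol-red-free DMEM, 10% FBS. Values from fitted concentration-response curves.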
PTHR1 agonist – agonists of human PTHR1 parathyroid hormone receptor; Q03431; HEK293 GP2 PTHR1 cells, GloSensor cAMP luminescence, 1 h; Potency, µM (top dose mostly 115 µM), inactives show top-dose activation, usual class: activators; 410,000 tested, 0.075% active; note: potency is the fitted concentration of half-maximal effect; nearly all actives have a fitted effect of over 55% in size; some results filed as inactive show a strong effect at the top dose; inactives centre near -15; many of its hits are not listed in these tables
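HEK-293-derived GP2 cells expressing PTHR1 and a GloSensor cAMP reporter, 3,000/well, plated overnight, given luciferin plus IBMX (each 0.5 mM as added) for 1 h at 37 °C, then compound for 1 h at 37 °C. Luminescence was read after 15 min at room temperature.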
TDP-43 yeast inh – TDP-43 toxicity inhibition in yeast; TDP-43 expressing yeast growth rescue, BacTiter-Glo, 24 h; Potency, µM (highest dose often 46.1 µM), inactives show at the top dose growth rescue (activation), hits mostly activators; 410,000 tested, 1.8% active; note: potency is the fitted concentration of half-maximal effect; % of control where 0% means no effect; nearly all actives have a fitted effect of over 50% in size
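In this qHTS, compounds that restore growth of yeast expressing TDP-43 appear as activators. Cells (OD600=0.02, galactose medium, raffinose-pregrown) are incubated with compound 24 hr at 30 deg C and growth is quantified by BacTiter-Glo.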
DRD3 antagonist – blocks the human D3 dopamine receptor. P35462. 360,000 tested, 2.5% active. D3R cells, DiscoveRx beta-arrestin luminescence, antagonist mode; stronger effect = lower value. max response, negative = inhibition, %. AID 652054; in the data active = max response below about -50%; inconclusive = no clear call, values can overlap the other calls; note: % is set by controls: 0 for no effect and ±100 for the full control effect; mostly tested at two doses, the higher about 12 µM
Target sequence (P35462 whole entry, looked up): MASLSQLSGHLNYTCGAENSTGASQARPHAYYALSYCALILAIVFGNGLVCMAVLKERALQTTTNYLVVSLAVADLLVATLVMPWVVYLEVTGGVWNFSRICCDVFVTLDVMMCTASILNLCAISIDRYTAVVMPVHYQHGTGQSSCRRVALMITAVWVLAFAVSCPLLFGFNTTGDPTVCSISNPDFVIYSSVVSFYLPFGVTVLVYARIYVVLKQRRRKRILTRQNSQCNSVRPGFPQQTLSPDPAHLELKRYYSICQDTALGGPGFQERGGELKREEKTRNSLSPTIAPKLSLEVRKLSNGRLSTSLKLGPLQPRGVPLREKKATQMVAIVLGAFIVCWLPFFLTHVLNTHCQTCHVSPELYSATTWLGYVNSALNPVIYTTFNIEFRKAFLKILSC
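Cells plated overnight at 1500 cells/well, then exposed to library compounds with dopamine controls for 90 minutes at 37 degrees C. DiscoveRx reagent added for 30–60 minutes at room temperature; luminescence read, quantitative HTS format.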
DRD3 agonist – activates the human D3 dopamine receptor; P35462; D3R DiscoveRx beta-arrestin cells, luminescence, 90 min; max activation, %; 410,000 tested, 0.58% active; in the data active = max activation above about 30%; note: 0% is about no effect; mostly tested at two doses, the higher about 12 µM
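Agonist mode: compounds and dopamine controls were applied to plated cells for 90 min at 37 degrees C after an overnight attachment at 1500 cells/well. Luminescent read-out followed 30 - 60 minutes at room temperature with DiscoveRx detection reagent.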
An asterisk follows results filed as active; [ ] = remark or other dose. Unless noted, calls come from the whole dose curve; as a rule, active = well fitted curve in the direction sought with a large enough effect; inconclusive = small, poorly fitted or top-dose-only effect, or another doubt; inactive = no such curve, though single readings can be large; an effect the other way counts as inactive or inconclusive. Not all compounds are listed; rates above refer to the full screens.

`O=C(Nc1ccc(Cl)cc1)Nc1ccc(C(=O)N2CCOCC2)cc1` gave GLP1R ag -1%, GLP1R cytotox -5%, GLP1R inv ag inconclusive, aSyn yeast inh -2%, KB-V1 MDR tox -1%, PTHR1 agonist -58%[inhibitor], TDP-43 yeast inh 2%, DRD3 antagonist -5 and DRD3 agonist -9.
For COc1cccc(C(=O)OCC(=O)N2CCC(Cc3ccccc3)CC2)c1OC the results were GLP1R ag 8%, GLP1R cytotox 4%, GLP1R inv ag inconclusive, aSyn yeast inh 0%, KB-V1 MDR tox -11%, PTHR1 agonist -36%[inhibitor], TDP-43 yeast inh 7%, DRD3 antagonist -5 and DRD3 agonist 1.
For Cc1ccc(C(=O)c2cc([N+](=O)[O-])ccc2N2CCCCC2)c(C)c1 the results were GLP1R ag -3%, GLP1R cytotox inconclusive, GLP1R inv ag inconclusive, aSyn yeast inh -12%, KB-V1 MDR tox 1.6µM*, PTHR1 agonist -27%, TDP-43 yeast inh -27%, DRD3 antagonist -56* and DRD3 agonist -11.
`COc1ccc(-n2c(-c3ccccc3)c[n+]3c2CCC3)cc1` gave GLP1R ag -4%, GLP1R cytotox -44%, GLP1R inv ag inconclusive, aSyn yeast inh 0%, KB-V1 MDR tox 0%, PTHR1 agonist -47%[inhibitor], TDP-43 yeast inh -31%[inhibitor], DRD3 antagonist -15 and DRD3 agonist -36.
`Cc1nn(CC2CC2)c(=O)n1-c1ccccc1F` gave GLP1R ag 0%, GLP1R cytotox 3%, GLP1R inv ag 6%, aSyn yeast inh -1%, KB-V1 MDR tox -8%, PTHR1 agonist -5%, DRD3 antagonist 0 and DRD3 agonist -14.
Screening O=C(O)CCN1C(=O)C2CCCCC2C1=O (stereo not drawn) returned GLP1R ag -6%, GLP1R cytotox -15%, GLP1R inv ag -1%, aSyn yeast inh -5%, KB-V1 MDR tox 15%, PTHR1 agonist inactive, TDP-43 yeast inh -12%, DRD3 antagonist -4 and DRD3 agonist -1.
Screening Cc1ccc(S(=O)(=O)N(C)c2ccc(C(=O)N3CCc4ccccc4C3)cc2)cc1 returned GLP1R ag 5%, GLP1R cytotox -12%, GLP1R inv ag inconclusive, aSyn yeast inh 8%, KB-V1 MDR tox inconclusive, PTHR1 agonist -17%, TDP-43 yeast inh 8%, DRD3 antagonist 3 and DRD3 agonist 1.
CCOc1cc(C(=O)N(C)c2ccccc2)cc(OCC)c1OCC was read as GLP1R ag 2%, GLP1R cytotox -31%, GLP1R inv ag -22%, aSyn yeast inh 1%, KB-V1 MDR tox -21%, PTHR1 agonist -37%[inhibitor][57.5 µM], TDP-43 yeast inh -10%, DRD3 antagonist 1 and DRD3 agonist 6.
For CCNC(=O)/N=C1/NC(=O)C(C(C)C)O1 (stereo not drawn) the results were GLP1R ag -6%, GLP1R cytotox -19%, GLP1R inv ag inconclusive, aSyn yeast inh -7%, KB-V1 MDR tox -2%, PTHR1 agonist inactive, TDP-43 yeast inh 5%, DRD3 antagonist -10 and DRD3 agonist 0.
COCC1CCN(C(=O)C2CCC(=O)N(C3CCCC3)C2)CC1 (stereo not drawn) was read as GLP1R ag 0%, GLP1R cytotox 7%, GLP1R inv ag 2%, aSyn yeast inh 0%, KB-V1 MDR tox 12%, PTHR1 agonist inactive, TDP-43 yeast inh 13%, DRD3 antagonist -5 and DRD3 agonist 2.
`COc1ccc(Cn2ccn(Cc3cccc(Cl)c3)c(=O)c2=O)cc1` gave GLP1R cytotox -12%, GLP1R inv ag -15%, PTHR1 agonist inactive, TDP-43 yeast inh -3% and DRD3 agonist -18.
Screening CCc1ccc([C@@H]2CC(=O)[C@@H]3CN(S(=O)(=O)c4ccccc4C)[C@H](c4ccc(Cl)cc4)C[C@@H]3N2S(=O)(=O)c2ccc(C)cc2)cc1 returned GLP1R ag -6%, GLP1R cytotox -3%, GLP1R inv ag 3%, aSyn yeast inh 8%, KB-V1 MDR tox 15%, PTHR1 agonist -15%, TDP-43 yeast inh inconclusive, DRD3 antagonist 52 and DRD3 agonist 8.
CCN(CC)CCCN1C=C2C(=O)C(C)(OC(=O)CCC(=O)OC)C(=O)C(Br)=C2C=C1c1ccc(OC)cc1 (stereo not drawn) was read as GLP1R ag -3%, GLP1R cytotox 16%, GLP1R inv ag -3%, aSyn yeast inh -1%, KB-V1 MDR tox -1%, PTHR1 agonist inactive, TDP-43 yeast inh -16%, DRD3 antagonist 0 and DRD3 agonist -10.
For O=C(CN1CCc2ccccc2C1)NCc1ccco1 the results were GLP1R ag 3%, GLP1R cytotox -6%, GLP1R inv ag -9%, aSyn yeast inh -5%, KB-V1 MDR tox 9%, PTHR1 agonist inactive, TDP-43 yeast inh -4%, DRD3 antagonist -23 and DRD3 agonist -4.
O=C(Nc1cccc(Cl)c1Cl)c1ccncc1 was read as GLP1R ag -3%, GLP1R cytotox -21%, GLP1R inv ag 1%, aSyn yeast inh -9%, KB-V1 MDR tox -6%, PTHR1 agonist -6%[57.5 µM], TDP-43 yeast inh -6%, DRD3 antagonist 11 and DRD3 agonist 3.
Screening O=C(c1ccco1)N1CCN(C(c2ccc(F)cc2)c2nnnn2Cc2cccs2)CC1 (stereo not drawn) returned GLP1R ag 1%, GLP1R cytotox -18%, GLP1R inv ag inconclusive, aSyn yeast inh 8%, KB-V1 MDR tox inconclusive, PTHR1 agonist -18%, TDP-43 yeast inh 3%, DRD3 antagonist inconclusive and DRD3 agonist 2.
Screening O=C(CSc1nc(=O)n(Cc2ccncc2)c2c1CCC2)Nc1ccccc1 returned GLP1R cytotox 4%, GLP1R inv ag 16%, KB-V1 MDR tox 26%, PTHR1 agonist inactive, TDP-43 yeast inh 0% and DRD3 agonist 0.
Cc1c(C(=O)NC(C)c2ccccn2)oc2c(Cl)cccc12 (stereo not drawn) was read as GLP1R ag 3%, GLP1R cytotox 6%, GLP1R inv ag -5%, aSyn yeast inh 12%, KB-V1 MDR tox inconclusive, PTHR1 agonist inactive, TDP-43 yeast inh 12%, DRD3 antagonist 14 and DRD3 agonist 1.
`NC(=O)c1ccccc1NS(=O)(=O)Cc1ccc(Cl)cc1` gave GLP1R ag -4%, GLP1R cytotox -9%, GLP1R inv ag inconclusive, aSyn yeast inh 0%, KB-V1 MDR tox 12%, PTHR1 agonist -9%[57.5 µM], TDP-43 yeast inh -19%, DRD3 antagonist 14 and DRD3 agonist 3.
Screening Cc1ccc(-n2ncc(C(=O)NCc3ccccn3)c2C2CCN(C(=O)OC(C)(C)C)CC2)cc1C returned GLP1R cytotox 5%, GLP1R inv ag -9%, KB-V1 MDR tox 27%, PTHR1 agonist 9%, TDP-43 yeast inh -2% and DRD3 agonist 2.
`CN(C)c1ccc(/C=C2\C(=N)N3N=C(CC(=O)N4CCCC4)SC3=NC2=O)cc1Br` gave GLP1R ag 2%, GLP1R cytotox -11%, GLP1R inv ag 2%, aSyn yeast inh 0%, KB-V1 MDR tox inconclusive, PTHR1 agonist inactive, TDP-43 yeast inh -1%, DRD3 antagonist 0 and DRD3 agonist -2.
COc1cccc(-c2ccc(NC(=O)C3CCCN(Cc4cnn(C(C)C)c4)C3)cc2)c1 (stereo not drawn) was read as GLP1R ag -2%, GLP1R cytotox inconclusive, GLP1R inv ag inconclusive, aSyn yeast inh -3%, KB-V1 MDR tox -14%, PTHR1 agonist -54%[inhibitor], TDP-43 yeast inh -16%, DRD3 antagonist -12 and DRD3 agonist -8.
Cc1cc(NS(=O)(=O)c2ccc(NC(=O)c3ccc(Cl)cc3Cl)cc2)no1 was read as GLP1R ag 3%, GLP1R cytotox 1%, GLP1R inv ag -3%, aSyn yeast inh -3%, KB-V1 MDR tox 8%, PTHR1 agonist inactive, TDP-43 yeast inh -18%, DRD3 antagonist 1 and DRD3 agonist 19.
Screening COc1ccc(C2NC(=O)NC(C)=C2C(=O)OCc2ccc3c(c2)OCO3)cc1OC (stereo not drawn) returned GLP1R ag 22%, GLP1R cytotox 2%, GLP1R inv ag 0%, aSyn yeast inh 8%, KB-V1 MDR tox 9%, PTHR1 agonist inactive, TDP-43 yeast inh -13%, DRD3 antagonist 20 and DRD3 agonist 12.
Screening COc1ccc(/C=C/C(=O)OCC(=O)NCCC2=CCCCC2)cc1OC returned GLP1R ag 16%, GLP1R cytotox 12%, GLP1R inv ag 5%, aSyn yeast inh 12%, KB-V1 MDR tox 12%, PTHR1 agonist -67%[inhibitor], TDP-43 yeast inh 18%, DRD3 antagonist 1 and DRD3 agonist -7.
For Cc1nc(SCC(=O)Nc2ccc3c(c2)OCCO3)nc(C)c1C the results were GLP1R ag 8%, GLP1R cytotox 7%[0.307 µM], GLP1R inv ag 15%[0.307 µM], aSyn yeast inh 16%, KB-V1 MDR tox inconclusive, PTHR1 agonist -31%[inhibitor], TDP-43 yeast inh -8%, DRD3 antagonist -11 and DRD3 agonist -8.

At a glance, some entries already given.
Cc1c(C(=O)NC(C)c2ccccn2)oc2c(Cl)cccc12 (stereo not drawn) was read as GLP1R ag 3%, GLP1R cytotox 6%, GLP1R inv ag -5%, aSyn yeast inh 12%, KB-V1 MDR tox inconclusive, PTHR1 agonist inactive, TDP-43 yeast inh 12%, DRD3 antagonist 14 and DRD3 agonist 1.
`NC(=O)c1ccccc1NS(=O)(=O)Cc1ccc(Cl)cc1` gave GLP1R ag -4%, GLP1R cytotox -9%, GLP1R inv ag inconclusive, aSyn yeast inh 0%, KB-V1 MDR tox 12%, PTHR1 agonist -9%[57.5 µM], TDP-43 yeast inh -19%, DRD3 antagonist 14 and DRD3 agonist 3.
